Screening results: PubChem, several laboratories
DNMT1 block: inhibitors of human DNMT1; DNMT1 molecular beacon, Hinp1I cleavage, fluorescence; inhibition (reported as % activation of signal), % at 10 µM; actives 0.83% (n = 360,000); AID 588458; in the data active = inhibition above about 50%
Neddyl block: inhibitors of human cullin neddylation | TR-FRET cullin neddylation, biochemical | calls only at 25 µM | actives 0.58% (n = 360,000) | AID 651699; in the data active = inhibition above about 36%
Target sequence (P61081 whole entry, looked up): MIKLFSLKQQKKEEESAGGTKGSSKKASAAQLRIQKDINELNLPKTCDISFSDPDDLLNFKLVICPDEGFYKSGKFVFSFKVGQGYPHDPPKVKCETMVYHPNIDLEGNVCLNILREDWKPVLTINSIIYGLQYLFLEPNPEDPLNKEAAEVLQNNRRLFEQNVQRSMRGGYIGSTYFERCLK
Target sequence (Q13564 whole entry, looked up): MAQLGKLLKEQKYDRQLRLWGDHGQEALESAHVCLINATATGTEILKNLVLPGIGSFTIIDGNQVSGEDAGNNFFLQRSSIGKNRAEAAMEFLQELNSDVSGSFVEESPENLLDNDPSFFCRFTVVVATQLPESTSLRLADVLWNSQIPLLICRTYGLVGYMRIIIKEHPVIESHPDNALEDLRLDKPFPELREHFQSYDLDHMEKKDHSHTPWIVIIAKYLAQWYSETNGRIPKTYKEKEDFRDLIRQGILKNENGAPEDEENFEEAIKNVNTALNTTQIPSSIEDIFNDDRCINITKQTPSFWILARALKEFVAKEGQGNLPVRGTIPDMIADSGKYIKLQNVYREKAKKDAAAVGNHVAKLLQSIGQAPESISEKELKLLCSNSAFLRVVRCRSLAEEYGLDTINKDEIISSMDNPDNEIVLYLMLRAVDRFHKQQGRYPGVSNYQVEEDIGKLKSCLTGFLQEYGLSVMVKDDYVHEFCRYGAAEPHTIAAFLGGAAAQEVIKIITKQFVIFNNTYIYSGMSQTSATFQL
TbMetRS inhib: blocks T. brucei methionyl-tRNA synthetase activity. inhibition, % at 11.9 µM. actives 0.4% (n = 360,000). AID 624268. purified T. brucei MetRS, ATP depletion, Kinase-Glo luminescence;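 active = inhibition above a per-plate cutoff of the control wells' mean inhibition plus 3 SD, cut at about 5.5% in these data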;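 note: 0% = DMSO wells median and 100% = median of wells with control inhibitor compound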
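Material – parasite MetRS enzyme · Medium – HEPES-MgCl2-KCl buffer plus DTT, spermine, BSA, pyrophosphatase · Reagent – ATP, methionine and E. coli bulk tRNA substrates · Times – 15 min enzyme-compound preincubation, 2 h reaction, 10 min detection, 25 °C · Measured by – luminescence of leftover ATP · Evaluation – percent inhibition relative to median high and low control wells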
NRP1-CendR mod: alters CendR peptide binding to human NRP-1; O14786; FAM-RPARPAR peptide binding to NRP-1, fluorescence polarization; inhibition, % at 25 µM; actives 0.85% (n = 360,000);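 active = inhibition or corrected inhibition above about 18%, plus a signal ratio from 0.5 to 1.5, limit read from the data, passing the limit was not always enough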; note: strong numbers were not always called active
Scp1 inh: Scp-1 (human) phosphatase inhibition; Q9GZU7; Recombinant Scp1, phosphopeptide, malachite green phosphate absorbance; actives 0.88% (n = 340,000); AID 493091; inhibition, % at 20 µM;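 active = inhibition above about 50% at 20 µM, limit read from the data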;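 note: plate controls were DMSO wells with enzyme for no effect and wells lacking enzyme for full effect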
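Test system – truncated SCP-1 phosphatase (76-261aa) · Reagent – Phosphorylated 17-residue peptide substrate · Incubation – 45 min room-temperature reaction, 5 min colour, 30 min stabiliser · Detection – colorimetric phosphate reagent with accelerator and stabiliser, absorbance at 630 nm · Measure – % inhibition at 20 µM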
NadD inh: NadD (S. aureus) enzyme inhibition | purified NadD enzyme, colorimetric absorbance read-out | inhibition, % at 20 µM | actives 0.78% (n = 360,000); in the data active = inhibition above about 26%; note: some compounds past the cut are filed as inactive
SUMO1 PPI mod: SUMO1-SIM interaction modulation. P63165. SUMO1 binding to a labelled peptide, TR-FRET, 1 h. inhibition, % at 20 µM. actives 0.33% (n = 360,000). AID 602429; in the data active = inhibition above about 37%
STEP inh: STEP (human) phosphatase inhibition; recombinant STEP, OMFP fluorogenic substrate, fluorescence; AID 588621; actives 0.25% (n = 360,000); inhibition, % at 20 µM;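 active = inhibition at 20 µM, scaled per plate between control wells, above about 37%, limit read from the data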;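 note: 0% = DMSO with enzyme and substrate and 100% = substrate only without enzyme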
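Also added – OMFP at 25 µM · Test system – STEP tyrosine phosphatase · Technique – FITC-channel fluorescence of OMFP product · Schedule – 20 min at room temperature, dark · Evaluation – control-normalized % inhibition with plate pattern correction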
SKN-1 inh: inhibitors of C. elegans SKN-1 | C. elegans VP596 Pgst-4::GFP/RFP ratio, acrylamide-induced, 24 h | inhibition, % at 21.8 µM | actives 0.49% (n = 360,000) | AID 624304;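 active = interference check ratio from 0.5 to 1.5 plus GFP to RFP signal ratio inhibition reaching or exceeding a fixed threshold, cut at about 30% in these data, passing the limit was not always enough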; note: some compounds called inactive have numbers as strong as hits
LMPTP block: blocks human LMPTP phosphatase | recombinant LMPTP-A, OMFP fluorogenic substrate, fluorescence intensity | inhibition, % at 20 µM | actives 0.22% (n = 360,000) | P24666 | AID 651560;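 active = compounds that cut the enzyme signal by at least half of the control window in the single-dose screen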;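 note: plate controls were DMSO wells with enzyme plus substrate for no effect and substrate without enzyme for full effect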
Target sequence (P24666 whole entry, looked up): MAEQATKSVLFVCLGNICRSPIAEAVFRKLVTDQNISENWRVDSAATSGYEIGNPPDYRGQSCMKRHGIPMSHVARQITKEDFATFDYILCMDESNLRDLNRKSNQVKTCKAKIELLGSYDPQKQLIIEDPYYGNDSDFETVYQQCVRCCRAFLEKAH
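test system = LMPTP-A | amount = 0.625 nM LMPTP-A final | reagent = fluorogenic phosphatase substrate OMFP at 400 µM final | incubation = 50 min at room temperature | benchmarks = no-enzyme low control, uninhibited high control | medium = Bis-Tris pH 6.0, DTT, detergent | signal = fluorescence intensity of OMFP turnover product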
An asterisk follows results filed as active; i = inactive; / = not tested or not shown.

nr	Molecule	DNMT1 block	Neddyl block	TbMetRS inhib	NRP1-CendR mod	Scp1 inh	NadD inh	SUMO1 PPI mod	STEP inh	SKN-1 inh	LMPTP block
1	CS(=O)(=O)N1CCC(Oc2ccccc2C(=O)NC2CCOC2)CC1 (stereo unspecified)	-6.9	i	-0.5	9.6	2.2	-4.1	-0.8	-1.3	-2.0	-0.4
2	CN(C)c1nc(N)nc(-c2ccco2)n1	0.3	i	-0.6	-14.4	-7.0	2.1	-5.0	0.2	7.1	0.5
3	Cc1occc1C(=O)NNC(=O)c1ccccc1Br	-0.8	i	-0.6	-7.2	-5.3	-1.9	2.4	-2.0	-1.0	0.0
4	CCCc1cc(C(=O)N2CCCC(C(=O)c3ccc(Cl)cc3)C2)n(C)n1 (stereo unspecified)	3.7	i	0.1	0.7	1.2	0.1	0.8	0.2	7.2	0.5
5	CC(=O)Nc1cccc(NC(=O)C2CC(=O)N(C3CCCCC3)C2)c1 (stereo unspecified)	-1.3	i	-0.7	1.0	1.0	0.2	-1.0	1.1	-6.8	-0.1
6	CCCN1CNC(=S)N(c2ccccc2C)C1	0.2	i	-0.8	16.4	-4.1	-6.2	-0.1	-0.9	7.0	-0.2
7	COc1ccc(NC(=O)c2cccs2)cc1C(=O)N1CCN(c2ccccc2)CC1	-2.6	i	-0.2	10.1	-1.8	2.8	2.9	1.1	4.4	1.5
8	O=C(CN1CCC(n2nnc3cc(F)ccc32)CC1)Nc1ccccc1N1CCOCC1	-4.2	i	0.2	6.3	-1.3	-5.1	-1.4	-2.2	2.4	-0.8
9	COc1ccc([C@H]2N[C@]3(CCCN(Cc4ccccc4)C3=O)[C@H]3C(=O)N(C)C(=O)[C@@H]23)cc1	5.1	i	0.8	-20.5	/	-6.1	4.5	-0.7	-8.6	-2.1
10	CCC(CC)C(=O)Nc1cc(NC(=O)C(CC)CC)cc(C(=O)O)c1	4.1	i	-0.6	4.8	-18.7	-1.9	1.7	-2.2	-3.1	-1.6
11	Nc1ccn(CC(=O)NCc2ccc3[nH]ccc3c2)c(=O)n1	-1.6	i	-0.4	32.1*	-2.3	-3.3	1.4	-5.4	-1.6	-0.5
12	COc1ccc(CN=C2NC(=O)CC(C(=O)Nc3ccc(Cl)cc3)S2)cc1 (stereo unspecified)	5.5	i	2.0	8.6	1.7	2.1	-2.3	-2.6	11.2	-0.1
13	COc1ccc(S(=O)(=O)NCC2CCC(C(=O)NCCCN3CCCC3=O)CC2)cc1 (stereo unspecified)	-0.8	i	-0.8	1.0	-6.2	-1.4	1.1	-2.2	-5.4	-1.0
14	Cc1ccc(Nc2nc(=O)c3cc([N+](=O)[O-])ccc3s2)cc1	59.0*	i	-0.4	-7.1	29.2	20.7	-20.4	4.1	-6.0	14.1
15	S=C(c1ccc(-c2cc(Cl)ccc2Cl)o1)N1CCOCC1	-10.5	i	-0.5	-2.3	-13.4	-7.0	-9.2	2.5	-0.1	1.9
16	O=C(NNS(=O)(=O)c1cccc(Cl)c1)c1cc(-c2ccc(F)cc2)nc2ccccc12	-2.9	i	1.9	-3.8	-0.3	6.4	0.5	0.7	-2.3	3.0
17	CC(=O)/C(N=Nc1ccc(C(=O)O)cc1[N+](=O)[O-])=C(\C)O	19.3	i	-0.7	14.7	44.7	-2.3	-18.8	8.3	-9.3	3.0
18	Cc1sc2nc(CSCC(=O)Nc3ccc(Cl)cc3F)[nH]c(=O)c2c1C	-4.4	i	-0.4	-75.0	-7.6	1.7	10.6	-3.2	10.9	-0.9
19	COc1ccc(C(CNC(=O)/C=C/c2c(Cl)nc3ccccn23)N(C)C)cc1 (stereo unspecified)	1.3	i	0.0	-9.5	-6.9	-3.1	-14.4	-2.3	-4.5	-1.7
20	O=c1c2ccccc2nc(-c2ccccc2)n1CCN1CCOCC1	-3.4	i	-0.1	6.3	-3.6	-3.4	2.8	3.6	-15.8	-0.9
21	NNc1nc(N)c2c(n1)-c1ccccc1CC21CCCC1	4.1	/	-0.6	-12.3	-3.7	3.5	-1.7	-1.5	2.7	23.5
22	CCN(CC)C1CCN(C(=O)c2cc(COc3ccc(-n4cncn4)cc3)on2)C1 (stereo unspecified)	2.9	i	-0.7	-5.0	2.4	-7.9	8.6	0.2	-5.4	-1.1
23	CC(Sc1nc(C(C)(C)C)cc(-c2ccccc2)c1C#N)C(=O)Nc1ccccc1 (stereo unspecified)	-2.4	i	-0.5	-6.3	-9.7	10.2	-1.8	4.5	8.0	2.8
24	O=c1sc2ccccc2n1COc1ccc(Cl)cc1	-12.2	i	-0.1	4.2	-16.0	0.2	2.2	0.3	18.8	2.4
25	Cc1nnc(SC(C)C(=O)Nc2ccc(Cl)cc2Cl)[nH]c1=O (stereo unspecified)	16.1	i	-0.3	-3.7	5.0	-5.5	-0.2	3.5	-4.0	-0.9
26	N#Cc1ccc(S(=O)(=O)NC2CCN(Cc3ccccc3)CC2)cc1	-0.7	i	1.0	-6.3	-6.2	-1.2	-1.4	0.2	-0.8	-2.1
27	Cc1c(CC(=O)NCC(=O)O)c(=O)oc2cc3occ(-c4ccccc4)c3cc12	1.5	i	0.1	-14.6	6.7	4.9	14.1	1.7	13.5	-0.9
28	COc1ccc(CN2CC(C(=O)NCCCN3CCN(Cc4ccccc4)CC3)CC2=O)cc1 (stereo unspecified)	8.7	i	-0.1	11.0	-7.9	-3.6	0.6	-0.4	12.1	-4.0
29	CCOC(=O)CCCNC(=O)COC(=O)c1cc(Br)c(Br)s1	-1.1	i	-0.3	-5.6	-3.6	-4.5	-1.4	1.9	3.5	-0.9
30	CSCCOC(=O)COc1ccc(/C=N/NC(=O)c2nn(C)cc2Cl)cc1	0.3	i	0.0	-0.4	-2.7	2.9	-10.0	2.3	-8.4	0.1
31	O=C(NCCC1=CCCCC1)c1cnccn1	0.1	i	-1.5	-4.0	1.6	3.1	-2.0	1.1	-5.5	-0.3
32	Cc1ccc(C(=O)Nc2cccc([N+](=O)[O-])c2)cc1S(=O)(=O)Nc1cccc(C(=O)O)c1	-3.9	i	-0.9	-6.8	2.7	-0.5	12.1	-0.3	4.1	-0.3
33	CCC(Sc1ncccc1C(=O)Oc1cccc([N+](=O)[O-])c1)C(=O)Nc1ccccc1OC (stereo unspecified)	7.9	i	-1.6	-1.8	0.5	3.8	-3.9	-1.3	-6.8	-0.7
34	COc1ccc2cc(Br)ccc2c1CC(=O)N(C)C	-3.1	i	-0.2	-7.8	-3.6	1.7	-12.6	-1.6	0.7	1.2
35	Cc1ccsc1C(=O)NNC(=S)NCC(C)C	2.3	i	-1.6	-8.6	-1.1	-2.5	1.8	-4.3	7.1	0.1
36	CCOC(=O)C1(Cc2ccccc2)CCCN(CCO)C1 (stereo unspecified)	4.4	i	-0.3	-2.6	-2.0	-4.8	4.5	-1.5	7.2	-0.5
37	Cc1ccc(Nc2nnc(-c3ccc4c(c3)OCO4)o2)c(C)c1	-2.5	i	0.4	5.5	-17.5	0.3	-1.3	48.1*	10.1	1.8
38	CC(NC(=O)c1ccc2c(c1)OCO2)c1ccccc1 (stereo unspecified)	0.2	i	-0.6	2.1	-3.0	1.1	7.4	-1.2	-10.3	-1.1
39	COc1ccc(Br)c(C(=O)OCC(=O)NC2CCCCCC2)c1	-3.9	i	-0.1	-0.5	-12.1	-2.8	7.7	0.7	22.4	0.6
40	Clc1ccc(C2[C@H]3CN(CC4CCCCC4)[C@H](c4ccccc4)C34CC2(c2cccnc2)C4)cn1 (stereo partly specified)	-3.9	i	-0.2	2.8	4.1	9.3	3.2	0.8	6.1	1.2
41	COC(=O)c1ccc(C(NC(=O)OCc2ccccc2)/C(F)=C/[C@@H](C)C(=O)O)cc1 (stereo partly specified)	2.0	i	-0.2	-131.3	-10.3	-10.4	2.0	-1.4	-0.4	-1.2
42	O=C1Nc2ccccc2C12OCC1(CO2)COC2(OC1)C(=O)Nc1ccccc12 (stereo unspecified)	-19.6	i	0.1	8.8	-4.9	1.1	-1.2	-3.3	-8.7	-0.2
43	CC(C)Cn1c(-c2nn(C)cc2Cl)n[nH]c1=S	-0.9	i	0.3	0.8	5.6	-3.7	0.9	-0.3	4.2	-0.9
44	COc1ccc(N(CC(=O)NC2CCCC2)C(=O)Cn2nnc(-c3ccc(OC)c(OC)c3)n2)c(OC)c1	-4.9	i	-0.3	10.9	-2.3	7.1	-1.1	0.1	3.6	-0.5
45	COc1cccc(N2CC34C=CC(O3)C(C(=O)O)C4C2=O)c1 (stereo unspecified)	53.2*	i	-0.3	-18.9	31.6	6.3	5.2	-3.6	-15.3	-0.6
46	O=C(c1cccs1)N1C[C@@H](O)[C@H](n2cc(-c3ccc(F)cc3)nn2)C[C@@H]1c1ccc(Cl)cc1	-3.7	i	-1.6	-14.0	/	5.9	6.3	0.5	-5.3	2.0
47	C/C(=N\NC(=O)C(=O)Nc1ccc(C)c(Cl)c1)c1ccncc1	23.9	i	-0.5	1.4	-2.1	-1.7	-0.3	11.2	-8.0	0.4
48	COc1ccc([C@H]2CC(=O)C=C(c3ccc4c(c3)OCO4)C2)cc1	0.6	i	-0.4	11.4	-8.1	-7.1	-29.8	-0.8	8.9	3.5
49	COc1ccc(NC(C)C(=O)Nc2cc(C(F)(F)F)ccc2N2CCOCC2)c(OC)c1 (stereo unspecified)	-8.1	i	-0.5	-0.1	-6.0	-5.0	-1.3	-1.8	-4.6	2.7
50	CCOc1ccc(OCC)c(NC(=O)CCS(=O)(=O)c2ccc(C)cc2)c1	2.0	i	-0.9	-7.9	-14.2	-1.1	-0.2	-0.7	-6.3	1.0
